High-throughput results (PubChem)
LMPTP block: blocks human LMPTP phosphatase; inhibition, % at 20 µM; P24666; recombinant LMPTP-A, OMFP fluorogenic substrate, fluorescence intensity; 360,000 compounds, 0.22% hits; AID 651560;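 active means compounds that cut the enzyme signal by at least half of the control window in the single-dose screen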;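 further: plate controls were DMSO wells with enzyme plus substrate for no effect and substrate without enzyme for full effect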
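Test system: LMPTP-A phosphatase enzyme. Amount: LMPTP-A at 0.625 nM final in the reaction. Reagent: OMFP substrate, 400 µM final. Times: 50 min at room temperature. Signal: endpoint fluorescence intensity from OMFP dephosphorylation. Read-out basis: % inhibition. Benchmarks: no-enzyme and uninhibited controls.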
NRP1-CendR mod: NRP-1/CendR interaction modulation; O14786; FAM-RPARPAR peptide binding to NRP-1, fluorescence polarization; inhibition, % at 25 µM; 360,000 compounds, 0.85% hits; AID 602438;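 active means inhibition or corrected inhibition above about 18%, plus a signal ratio from 0.5 to 1.5, limit read from the data, passing the limit was not always enough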; further: strong numbers were not always called active
SUMO1-SIM PPI: SUMO1-SIM interaction modulation. P63165. SUMO1 binding to a labelled peptide, TR-FRET, 1 h. inhibition, % at 20 µM. 360,000 compounds, 0.33% hits; in the data active means inhibition above about 37%
Neddyl block: inhibitors of human cullin neddylation | P61081+Q13564 | TR-FRET cullin neddylation, biochemical | calls only at 25 µM | 360,000 compounds, 0.58% hits | AID 651699; in the data active means inhibition above about 36%
STEP inh: inhibitors of human striatal-enriched phosphatase STEP. P54829. recombinant STEP, OMFP fluorogenic substrate, fluorescence. inhibition, % at 20 µM. 360,000 compounds, 0.25% hits. AID 588621;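 active means inhibition at 20 µM, scaled per plate between control wells, above about 37%, limit read from the data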;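 further: 0% = DMSO with enzyme and substrate and 100% = substrate only without enzyme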
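Material: STEP (striatal-enriched tyrosine phosphatase) enzyme, cell-free; Compound dosing: 20 µM single dose in 1% DMSO; Technique: fluorescence read at 480 nm ex / 540 nm em; Times: reaction 20 min, ambient temperature; Medium: 50 mM Bis-Tris pH 6.0 with 2.5 mM DTT and 0.005% Tween 20; Also added: OMFP at 25 µM.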
TbMetRS inhib: Trypanosoma brucei MetRS inhibition; purified T. brucei MetRS, ATP depletion, Kinase-Glo luminescence; inhibition, % at 11.9 µM; AID 624268; 360,000 compounds, 0.4% hits;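 active means inhibition above a per-plate cutoff of the control wells' mean inhibition plus 3 SD, cut at about 5.5% in these data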;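 further: 0% = DMSO wells median and 100% = median of wells with control inhibitor compound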
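Test system – parasite MetRS enzyme · Reagent – substrates ATP, L-methionine and bulk Escherichia coli tRNA · Doses – 11.9 µM compound single dose, 0.9% DMSO · Times – 15 min enzyme-compound preincubation, 2 h reaction, 10 min detection, 25 °C · Signal – Kinase-Glo luminescence, ATP depletion format · Controls – DMSO-only wells as low control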
NadD block: NadD (S. aureus) enzyme inhibition; 360,000 compounds, 0.78% hits; inhibition, % at 20 µM; purified NadD enzyme, colorimetric absorbance read-out; in the data active means inhibition above about 26%; further: some compounds past the cut are filed as inactive
SKN-1 block: blocks SKN-1 activity in C. elegans | 360,000 compounds, 0.49% hits | inhibition, % at 21.8 µM | AID 624304 | C. elegans VP596 Pgst-4::GFP/RFP ratio, acrylamide-induced, 24 h;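 active means interference check ratio from 0.5 to 1.5 plus GFP to RFP signal ratio inhibition reaching or exceeding a fixed threshold, cut at about 30% in these data, passing the limit was not always enough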; further: some compounds called inactive have numbers as strong as hits
DNMT1 block: inhibitors of human DNMT1 | P26358 | DNMT1 molecular beacon, Hinp1I cleavage, fluorescence | inhibition (reported as % activation of signal), % at 10 µM | 360,000 compounds, 0.83% hits | AID 588458; in the data active means inhibition above about 50%
Target sequence (P26358 504-1616 limits assumed): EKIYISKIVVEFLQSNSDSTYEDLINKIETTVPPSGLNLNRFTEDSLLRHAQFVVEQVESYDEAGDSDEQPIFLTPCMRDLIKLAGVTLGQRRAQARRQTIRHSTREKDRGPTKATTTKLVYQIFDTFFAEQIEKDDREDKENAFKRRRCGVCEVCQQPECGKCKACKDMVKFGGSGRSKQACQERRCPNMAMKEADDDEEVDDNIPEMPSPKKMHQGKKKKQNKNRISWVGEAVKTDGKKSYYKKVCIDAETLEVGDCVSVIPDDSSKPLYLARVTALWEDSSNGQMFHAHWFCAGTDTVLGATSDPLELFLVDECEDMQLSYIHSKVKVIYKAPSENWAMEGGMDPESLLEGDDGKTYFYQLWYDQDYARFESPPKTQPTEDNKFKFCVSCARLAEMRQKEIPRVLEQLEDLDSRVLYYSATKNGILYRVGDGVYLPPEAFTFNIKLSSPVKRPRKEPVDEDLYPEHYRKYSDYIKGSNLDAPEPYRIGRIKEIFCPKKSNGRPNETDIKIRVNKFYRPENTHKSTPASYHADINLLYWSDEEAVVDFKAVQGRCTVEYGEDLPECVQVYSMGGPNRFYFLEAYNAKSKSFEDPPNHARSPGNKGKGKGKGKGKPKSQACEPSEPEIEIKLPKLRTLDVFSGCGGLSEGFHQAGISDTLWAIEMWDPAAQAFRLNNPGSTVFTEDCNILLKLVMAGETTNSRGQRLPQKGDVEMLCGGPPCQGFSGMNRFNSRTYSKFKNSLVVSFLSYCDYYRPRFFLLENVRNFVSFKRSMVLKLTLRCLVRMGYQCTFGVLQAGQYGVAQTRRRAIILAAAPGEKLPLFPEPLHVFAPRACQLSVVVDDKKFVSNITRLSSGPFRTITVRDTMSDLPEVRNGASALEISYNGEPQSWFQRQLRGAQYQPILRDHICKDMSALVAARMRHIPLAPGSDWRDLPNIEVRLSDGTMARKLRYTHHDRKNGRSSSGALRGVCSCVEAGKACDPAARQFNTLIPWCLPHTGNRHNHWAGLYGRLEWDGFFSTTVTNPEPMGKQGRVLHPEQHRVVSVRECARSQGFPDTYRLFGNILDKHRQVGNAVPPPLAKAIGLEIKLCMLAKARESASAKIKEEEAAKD
Scp1 inh: Scp-1 (human) phosphatase inhibition | Recombinant Scp1, phosphopeptide, malachite green phosphate absorbance | inhibition, % at 20 µM | 340,000 compounds, 0.88% hits | AID 493091;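 active means inhibition above about 50% at 20 µM, limit read from the data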;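 further: plate controls were DMSO wells with enzyme for no effect and wells lacking enzyme for full effect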
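Assay system: SCP-1 catalytic fragment, aa 76-261 | Buffer or medium: Tris acetate buffer pH 5.5 with MgCl2 and Tween-20 | Compound: One concentration, 20 µM, with 1.0% DMSO | Also added: Phospho 17-mer peptide substrate | Signal: Absorbance at 630 nm | Incubation: 45 min enzyme reaction at room temperature | Measure: % inhibition of SCP-1 phosphate liberation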
The depositor's hits bear a star.

The opening 2 records (preview)
Cc1ccc2nc(/N=C(\N)NC(=O)NC3CCCCC3)nc(C)c2c1 was read as LMPTP block 1.3, NRP1-CendR mod -6, SUMO1-SIM PPI -2, Neddyl block inactive, STEP inh 2, TbMetRS inhib 0.1, NadD block -1, SKN-1 block 29, DNMT1 block -1 and Scp1 inh -4.
O=C(CSc1nnnn1Cc1ccccc1)Nc1ccc2c(c1)OCCO2 was read as LMPTP block -1.3, NRP1-CendR mod 6, SUMO1-SIM PPI -1, Neddyl block inactive, STEP inh -1, TbMetRS inhib -1.4, NadD block -6, SKN-1 block -22, DNMT1 block -1 and Scp1 inh -3.

The whole of this part, from the start:
Cc1ccc2nc(/N=C(\N)NC(=O)NC3CCCCC3)nc(C)c2c1 was read as LMPTP block 1.3, NRP1-CendR mod -6, SUMO1-SIM PPI -2, Neddyl block inactive, STEP inh 2, TbMetRS inhib 0.1, NadD block -1, SKN-1 block 29, DNMT1 block -1 and Scp1 inh -4.
O=C(CSc1nnnn1Cc1ccccc1)Nc1ccc2c(c1)OCCO2 was read as LMPTP block -1.3, NRP1-CendR mod 6, SUMO1-SIM PPI -1, Neddyl block inactive, STEP inh -1, TbMetRS inhib -1.4, NadD block -6, SKN-1 block -22, DNMT1 block -1 and Scp1 inh -3.
For CC(=O)/C(=N\Nc1ccc(Cl)cc1)Sc1nnc(-c2ccccc2)n1-c1ccccc1 the results were LMPTP block 1.0, NRP1-CendR mod 17, SUMO1-SIM PPI -1, Neddyl block inactive, STEP inh -2, TbMetRS inhib -0.3, NadD block 14, SKN-1 block 6, DNMT1 block 0 and Scp1 inh 0.
Screening NS(=O)(=O)c1ccc(N/N=C/c2ccccn2)c([N+](=O)[O-])c1 returned LMPTP block 4.0, NRP1-CendR mod 6, SUMO1-SIM PPI -29, Neddyl block inactive, STEP inh 0, TbMetRS inhib -0.9, NadD block 1, SKN-1 block 1, DNMT1 block 1 and Scp1 inh -1.
CCOC(=O)C1=C(CC)OC(N)=C(C#N)C1c1cc(OC)ccc1OC (centres undefined) was read as LMPTP block -0.1, NRP1-CendR mod -6, SUMO1-SIM PPI -2, Neddyl block inactive, STEP inh -4, TbMetRS inhib 0.1, NadD block 3, SKN-1 block -14, DNMT1 block -1 and Scp1 inh -2.
`CCOc1ccc(NC(=O)CN(C)C(=O)c2ccccc2OCc2cccc(C)c2)cc1OCC` gave LMPTP block -6.2, NRP1-CendR mod -2, SUMO1-SIM PPI -13, Neddyl block inactive, STEP inh -1, TbMetRS inhib -0.8, NadD block -3, SKN-1 block -16, DNMT1 block -6 and Scp1 inh 3.
COc1cccc(/C=N/NC(=O)c2ccc(OCc3cccc(Br)c3)cc2)c1 was read as LMPTP block 2.0, NRP1-CendR mod 6, SUMO1-SIM PPI 3, Neddyl block inactive, STEP inh -3, TbMetRS inhib 1.0, NadD block 0, SKN-1 block 23, DNMT1 block -8 and Scp1 inh 2.
Screening CCC(=O)Nc1ccc(N2CCC(C)CC2)cc1 returned LMPTP block 0.5, NRP1-CendR mod 2, SUMO1-SIM PPI -1, Neddyl block inactive, STEP inh 0, TbMetRS inhib -0.3, NadD block -1, SKN-1 block 15, DNMT1 block -1 and Scp1 inh -9.
`O=C(/C=C/c1ccccc1)NC(NC(=S)Nc1ccc(Cl)cc1Cl)C(Cl)(Cl)Cl` (centres undefined) gave LMPTP block 2.1, NRP1-CendR mod 2, SUMO1-SIM PPI -7, Neddyl block inactive, STEP inh 2, TbMetRS inhib 0.3, NadD block 14, SKN-1 block 2, DNMT1 block -13 and Scp1 inh -16.
Screening O=C(Nc1ccc(C(=O)O)cc1)/C(=C/c1ccc([N+](=O)[O-])cc1)NC(=O)c1ccccc1 returned LMPTP block 2.8, NRP1-CendR mod -1, SUMO1-SIM PPI -14, Neddyl block inactive, STEP inh 2, TbMetRS inhib -0.5, NadD block -3, SKN-1 block -9, DNMT1 block 3 and Scp1 inh 3.
`c1ccc(-c2noc(CSc3nnnn3-c3ccccc3)n2)cc1` gave LMPTP block 1.3, NRP1-CendR mod -3, SUMO1-SIM PPI 2, Neddyl block inactive, STEP inh -1, TbMetRS inhib -0.3, NadD block -7, SKN-1 block 8, DNMT1 block -4 and Scp1 inh -22.
O=C(/C=C/c1ccccc1)NCCSCc1ccc(Cl)cc1 was read as LMPTP block 1.4, NRP1-CendR mod -2, SUMO1-SIM PPI 2, Neddyl block inactive, STEP inh -1, TbMetRS inhib 3.5, NadD block 2, SKN-1 block -1, DNMT1 block 0 and Scp1 inh -11.
`COc1ccc(Cl)cc1C(=O)NCCS(=O)(=O)N1CCN(c2ccccc2F)CC1` gave LMPTP block 2.0, NRP1-CendR mod 14, SUMO1-SIM PPI 0, Neddyl block inactive, STEP inh 0, TbMetRS inhib -0.3, NadD block -8, SKN-1 block 3, DNMT1 block -5 and Scp1 inh -9.
CCOC(=O)CCSc1nc(-c2ccccc2)cc(C(F)(F)F)n1 was read as LMPTP block 4.1, NRP1-CendR mod 2, SUMO1-SIM PPI -2, Neddyl block inactive, STEP inh 5, TbMetRS inhib -1.4, NadD block 0, SKN-1 block -8, DNMT1 block 12 and Scp1 inh -10.
Screening CCC(=O)NCCNC(=O)c1c(SC)nsc1SC returned LMPTP block -0.5, NRP1-CendR mod -5, SUMO1-SIM PPI 1, Neddyl block inactive, STEP inh -3, TbMetRS inhib -0.5, NadD block -2, SKN-1 block -14, DNMT1 block 0 and Scp1 inh 0.
For CCCN(CC1CC1)C(=S)NC(=O)c1cc(Br)ccc1Cl the results were LMPTP block 0.0, NRP1-CendR mod 5, SUMO1-SIM PPI 8, Neddyl block inactive, STEP inh 3, TbMetRS inhib -0.2, NadD block -6, SKN-1 block -11, DNMT1 block -1 and Scp1 inh -8.
COc1ccc2oc(C(=O)OCC(=O)Nc3ccccc3)c(C)c2c1 was read as LMPTP block 2.1, NRP1-CendR mod -1, SUMO1-SIM PPI 4, STEP inh 0, TbMetRS inhib -0.2, NadD block -5, SKN-1 block 5, DNMT1 block 0 and Scp1 inh -1.
COc1ccc(NC(=O)CCCN2C(=O)C3CC=CCC3C2=O)cc1 (centres undefined) was read as LMPTP block -0.2, NRP1-CendR mod 12, SUMO1-SIM PPI 1, Neddyl block inactive, STEP inh -3, TbMetRS inhib -0.2, NadD block -1, SKN-1 block 0, DNMT1 block 2 and Scp1 inh -13.
Cc1ccc(NC(=O)CCC(=O)NNC(=O)c2ccccc2)c(C)c1 was read as LMPTP block -2.0, NRP1-CendR mod 12, SUMO1-SIM PPI -2, Neddyl block inactive, STEP inh -1, TbMetRS inhib 0.1, NadD block -1, SKN-1 block -9, DNMT1 block -1 and Scp1 inh -1.
`O=C(OCC(=O)N1CCCc2ccccc21)c1ccc(Cl)nc1` gave LMPTP block -2.4, NRP1-CendR mod -10, SUMO1-SIM PPI 2, Neddyl block inactive, STEP inh -1, TbMetRS inhib -0.1, NadD block 7, SKN-1 block 12, DNMT1 block 3 and Scp1 inh -5.
CC(C)CCn1c(CN2CCOCC2)nc2c1c(=O)n(C)c(=O)n2C was read as LMPTP block -2.4, NRP1-CendR mod 1, SUMO1-SIM PPI 10, Neddyl block inactive, STEP inh -2, TbMetRS inhib -0.4, NadD block -5, SKN-1 block 9, DNMT1 block 3 and Scp1 inh -5.
O=C(NNC(=O)c1sccc1-n1cccc1)c1ccc(Cl)cc1 was read as LMPTP block -1.9, NRP1-CendR mod -4, SUMO1-SIM PPI 0, Neddyl block inactive, STEP inh 3, TbMetRS inhib -1.9, NadD block -3, SKN-1 block -3, DNMT1 block -4 and Scp1 inh -2.
For COc1ccc(CNC(=O)c2cc(S(=O)(=O)N3CCCCC3)ccc2N2CCOCC2)cc1OC the results were LMPTP block -0.5, NRP1-CendR mod -3, SUMO1-SIM PPI -3, Neddyl block inactive, STEP inh -2, TbMetRS inhib -0.4, NadD block 4, SKN-1 block -7, DNMT1 block 2 and Scp1 inh 7.
For CCOC(=O)c1sc(C)c2c1NC1(CCCCCC1)NC2=O the results were LMPTP block 0.0, NRP1-CendR mod -3, SUMO1-SIM PPI 1, Neddyl block inactive, STEP inh 0, TbMetRS inhib -2.1, NadD block -4, SKN-1 block -2, DNMT1 block 1 and Scp1 inh -7.
`COc1ccc(C2=Nc3ccccc3N(C(=O)Cc3cc(OC)cc(OC)c3)C2C(=O)NC(C)C)cc1` (centres undefined) gave LMPTP block -1.5, NRP1-CendR mod -5, SUMO1-SIM PPI -22, Neddyl block inactive, TbMetRS inhib -1.2 and SKN-1 block -4.
Screening COc1ccc(N2CCN(CCCNC(=S)Nc3c(C)cccc3C)CC2)cc1 returned LMPTP block 0.5, NRP1-CendR mod -2, SUMO1-SIM PPI -2, Neddyl block inactive, STEP inh 6, TbMetRS inhib -0.2, NadD block -4, SKN-1 block 12, DNMT1 block 1 and Scp1 inh -7.
COc1ccc(OCC(=O)NCc2ccc(Cl)cc2)cc1 was read as LMPTP block -0.8, NRP1-CendR mod -3, SUMO1-SIM PPI 6, Neddyl block inactive, STEP inh 0, TbMetRS inhib -0.4, NadD block -14, SKN-1 block 4, DNMT1 block 4 and Scp1 inh -6.
`CCc1nnc(NC(=O)CSc2nnc(C3CCCCC3)n2-c2cccc(Cl)c2)s1` gave LMPTP block -0.7, NRP1-CendR mod 14, SUMO1-SIM PPI 7, Neddyl block inactive, STEP inh 1, TbMetRS inhib 0.6, NadD block 5, SKN-1 block 1, DNMT1 block 1 and Scp1 inh -1.
`O=C(Nc1ccc(S(=O)(=O)Nc2nccs2)cc1)c1ccc(=O)[nH]c1` gave LMPTP block 5.5, NRP1-CendR mod -61, SUMO1-SIM PPI 32, Neddyl block inactive, STEP inh -2, TbMetRS inhib 0.0, NadD block 2, SKN-1 block -1, DNMT1 block -1 and Scp1 inh 70*.
Screening CCOC(=O)c1ccc(NC(=S)Nc2cccc(N)n2)cc1 returned LMPTP block 1.1, NRP1-CendR mod -2, SUMO1-SIM PPI 2, Neddyl block inactive, STEP inh 0, TbMetRS inhib -0.3, NadD block 0, SKN-1 block 2, DNMT1 block -1 and Scp1 inh 11.
For CCOC(=O)c1cc(-c2ccccc2C)n(CC2CC(c3cccc([N+](=O)[O-])c3)=NO2)n1 (centres undefined) the results were LMPTP block 1.8, NRP1-CendR mod 10, SUMO1-SIM PPI -18, Neddyl block inactive, STEP inh -2, TbMetRS inhib -0.4, NadD block -5, SKN-1 block -12, DNMT1 block -8 and Scp1 inh -18.
